NR3A LBD binder: binders of NR3A ligand-binding domain, primary screen, biophysical, differential scanning fluorimetry, uHTS. NR3A LBD differential scanning fluorimetry, Tm shift; 0% = protein alone, 100% = glycine-bound protein. Glutamate receptor ionotropic, NMDA 3A (GRIN3A) ligand-binding domain. Tm shift relative to glycine control, % at 25 µM. 340,000 compounds, 2.5% hits;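 active = melting temperature shift of at least 10% of the positive control shift, at one fixed dose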
NALP3 yeast inh: NALP3 inflammasome inhibitors in reconstituted yeast, primary screen, luminescence, uHTS; Yeast reconstituted NLRP3/ASC/caspase-1, beta-gal luminescence, 24 h; inhibition, % at 10 µM; 330,000 compounds, 0.39% hits;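 active = inhibition of 50% or more; inactive = inhibition below 50%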;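 also: plate controls were induced DMSO wells for no effect and uninduced yeast grown without galactose for full effect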
Mdm2 MdmX PPI: inhibitors of human Mdm2-MdmX association, primary screen, cell-based, luminescence, split luciferase, SaOS-2, uHTS; SaOS-2 split-luciferase Mdm2/MdmX complementation; inhibition, % at 8 µM; 330,000 compounds, 3% hits; AID 485346, 2010;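 active = inhibition of at least 50% at 8 µM in the primary screen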
Target sequence (O15151 whole entry, looked up): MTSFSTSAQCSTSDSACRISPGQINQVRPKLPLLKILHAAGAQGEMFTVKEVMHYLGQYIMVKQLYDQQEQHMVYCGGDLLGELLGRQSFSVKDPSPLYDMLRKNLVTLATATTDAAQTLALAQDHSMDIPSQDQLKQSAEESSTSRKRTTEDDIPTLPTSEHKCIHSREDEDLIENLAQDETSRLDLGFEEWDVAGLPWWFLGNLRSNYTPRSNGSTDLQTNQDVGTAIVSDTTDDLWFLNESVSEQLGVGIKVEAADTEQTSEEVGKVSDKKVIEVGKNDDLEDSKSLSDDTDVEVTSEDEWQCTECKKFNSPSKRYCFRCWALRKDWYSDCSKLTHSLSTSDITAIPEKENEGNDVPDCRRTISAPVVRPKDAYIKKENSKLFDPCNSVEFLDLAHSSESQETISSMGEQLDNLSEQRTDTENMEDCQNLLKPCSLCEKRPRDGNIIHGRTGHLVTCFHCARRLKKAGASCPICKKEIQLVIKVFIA
Target sequence (Q00987 whole entry, looked up): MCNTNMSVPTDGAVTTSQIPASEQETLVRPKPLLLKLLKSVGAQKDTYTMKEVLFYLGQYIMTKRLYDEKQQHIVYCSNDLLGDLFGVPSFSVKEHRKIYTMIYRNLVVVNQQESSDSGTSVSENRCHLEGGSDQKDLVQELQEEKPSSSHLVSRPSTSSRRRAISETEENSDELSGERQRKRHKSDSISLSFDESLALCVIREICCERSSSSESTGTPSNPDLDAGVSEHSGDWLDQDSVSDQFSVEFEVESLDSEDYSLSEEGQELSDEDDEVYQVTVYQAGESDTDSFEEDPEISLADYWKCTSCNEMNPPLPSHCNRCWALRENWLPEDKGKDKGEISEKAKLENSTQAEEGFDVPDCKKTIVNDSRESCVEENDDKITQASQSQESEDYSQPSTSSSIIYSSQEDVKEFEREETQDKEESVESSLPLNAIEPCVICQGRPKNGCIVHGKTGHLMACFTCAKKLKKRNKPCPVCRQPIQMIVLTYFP
tim23-1 inh: growth inhibitors of tim23-1 mutant yeast, primary screen, luminescence, uHTS | S. cerevisiae tim23-1 growth, BacTiter-Glo luminescence, 24 h | inhibition, % at 20 µM | 330,000 compounds, 1.3% hits | AID 463212, 2010;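 active = growth inhibition of the mutant yeast at or above 50%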;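 also: temperature-sensitive mutant grown at 25 °C; plate controls were DMSO-treated mutant yeast for no effect and medium wells lacking yeast for full effect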
APJ ag: agonists of human apelin receptor APJ, primary screen, CHO-K1 cells, PathHunter beta-arrestin, luminescence; P35414; 0% DMSO wells, 100% apelin; activation, % at 20 µM; 330,000 compounds, 0.11% hits;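 active = activation more than six SD over the plate average, tested at 20 µM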;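 also: 0% = DMSO alone and 100% = apelin-13 at 10 nM; some results filed as inactive read as strong as hits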
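Assay system – PathHunter CHO-K1 APJ (AGTRL-1) beta-arrestin reporter cells · Compound – one dose, 20 µM compound, 1% DMSO · Timing – compound 90 min 25 °C, reagent 1 h · Measured by – luminescence from split beta-galactosidase complementation, Galacton Star/Emerald II substrate · Measure – beta-arrestin recruitment to APJ as agonist activity, luminescent signal · Benchmarks – DMSO vs Apelin-13 10 nM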
tim10-1 inh: growth inhibitors of tim10-1 mutant yeast, primary screen, luminescence, uHTS; 330,000 compounds, 2.2% hits; AID 463190, 2010; S. cerevisiae tim10-1 ts strain growth, BacTiter-Glo, 24 h; inhibition, % at 20 µM;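 active = inhibition of at least 40%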;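 also: mutant grown at 25 °C; 0% = DMSO wells with yeast and 100% = wells holding no yeast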
UPR CHOP act: activators of apoptotic CHOP UPR arm, primary screen, cell-based, CHO-CHOP luciferase reporter, luminescence, uHTS | 330,000 compounds, 0.34% hits | AID 449763, 2010 | UPR activation; percent of tunicamycin response over DMSO baseline | activation, % at 10 µM;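 active = at 10 µM dose, activation of 40% or more, normalized to positive control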;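 also: 100% = tunicamycin at 10 µg/mL and 0% = DMSO alone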
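Dosing – one dose, 10 µM in 0.5% DMSO · System – CHO-CHOP cells, stable luciferase reporter of PERK-eIF2a-CHOP signalling · Input – 500 cells/well · Control set – tunicamycin 10 µg/mL final as positive, DMSO-only wells as negative · Timing – 6 h compound treatment, 37 °C · Measure – % activation vs tunicamycin · Technique – luminescence read with Steady-Glo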
TIM10 inh: growth inhibitors of isogenic TIM10 control yeast, primary screen, counter-screen for tim10-1 yeast inhibitor project, luminescence, uHTS | S. cerevisiae TIM10 strain growth, BacTiter-Glo luminescence, 24 h | inhibition, % at 10 µM | 330,000 compounds, 1.4% hits;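 active = inhibition of 40% or more at the single tested concentration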;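 also: wild-type TIM10 isogenic control strain grown at permissive 25 °C; 0% = DMSO yeast wells and 100% = minimal medium wells without yeast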
XBP1 UPR activ: activators of adaptive XBP1 UPR arm, primary screen, cell-based, CHO-XBP1 luciferase reporter, luminescence, uHTS; IRE1-XBP1 UPR activation; percent of tunicamycin response, DMSO as zero; 330,000 compounds, 0.33% hits; activation, % at 20 µM;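 active = versus positive control, 20 µM dose yields 30% or more activation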;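 also: 100% = tunicamycin at 10 µg/mL and 0% = DMSO only wells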
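Material: CHO cell line with stable XBP1 luciferase reporter; schedule: 16-18 h cell attachment at 37 °C, then 6 h compound exposure; signal: glow luminescence from Steady-Glo reagent; medium: serum-containing F12 medium, 10% FBS; benchmarks: tunicamycin 10 µg/mL and vehicle-only wells; read-out: percent activation relative to tunicamycin reference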
* = called active by the depositor.

SMILES | NR3A LBD binder | NALP3 yeast inh | Mdm2 MdmX PPI | tim23-1 inh | APJ ag | tim10-1 inh | UPR CHOP act | TIM10 inh | XBP1 UPR activ
COc1ccc(/C=N/n2c(C)nc3sc(C)c(C)c3c2=O)cc1OC | -2.0 | 15.6 | -19.9 | 7.3 | 1.2 | 5.9 | 2.2 | 11.9 | 5.1
O=C(c1cncc(Br)c1)N1CCN(S(=O)(=O)c2ccccc2C(F)(F)F)CC1 | 1.8 | 7.5 | 6.1 | 15.0 | -2.6 | 13.3 | -1.3 | -7.3 | -0.4
COc1ccc(CCNC(=O)C2CC(=O)N(c3ccc(C)cc3)C2)cc1OC (centres undefined) | -3.7 | 14.7 | -19.5 | 2.7 | -0.7 | -13.7 | 1.2 | 5.8 | -3.6
CC(=O)Nc1ccc(S(=O)(=O)N(C)CC(=O)OCC(=O)N2CCCCCC2)cc1 | 5.0 | 12.0 | -2.1 | 10.2 | 15.2 | 3.9 | 0.0 | 9.8 | 0.6
O=C(c1c(F)cccc1F)N1CCN(c2ncccn2)CC1 | 2.2 | 13.3 | 13.8 | 10.9 | -4.1 | 9.8 | -2.0 | -21.3 | -0.1
CC(=O)c1cccc(NC(=O)CSCc2ccccc2)c1 | -1.7 | 4.5 | -20.9 | -4.8 | 3.3 | 19.2 | 1.3 | 15.3 | -2.0
COc1cccc(-n2cnnc2SCC(=O)NC2CC2)c1 | 2.4 | 7.4 | -18.5 | -6.9 | -3.7 | 0.6 | 0.3 | 2.5 | -1.0
CC(C)C1C(C#N)=C(N)Oc2n[nH]c(-c3ccccc3)c21 (centres undefined) | -12.7 | 10.9 | 8.4 | -1.9 | 1.7 | 5.4 | -4.1 | 10.1 | -1.2
CN(Cc1c(C(=O)N/N=C/c2cccc(Cl)c2)nnn1-c1nonc1N)c1ccccc1 | 21.0* | 21.3 | 26.4 | 13.1 | -2.3 | 18.1 | 0.7 | 7.0 | -2.4
Cc1ccc2nc(-c3cc(N)cc(N)c3)oc2c1 | -2.0 | 12.5 | 11.4 | 8.5 | -2.1 | 26.0 | -1.4 | 17.7 | -1.9
COc1ccc2c(c1)OC[C@H]1[C@H]2N2C(=O)c3cc(F)ccc3NC(=O)[C@@]2(C)[C@H]1c1ccccc1 | -4.3 | 7.5 | 43.6 | 37.7 | -2.1 | 7.5 | 2.6 | 13.7 | 0.1
CCOc1ccc(NC(=O)COC(=O)CC2CCCCC2)cc1 | 0.9 | 11.9 | 4.0 | 30.9 | -2.3 | -21.4 | -1.1 | 15.0 | 0.2
Nc1cc(=O)[nH]c(SCC(=O)Nc2ccc(Br)cc2)n1 | -0.4 | -15.5 | -7.3 | -0.1 | -0.1 | 5.6 | -1.2 | 5.2 | 0.2
COc1ccc(C(O)(CCc2ccccc2)CCN2CCCCC2)cc1 (centres undefined) | -0.4 | 8.0 | 18.4 | -5.1 | -1.0 | 2.4 | 1.7 | -5.9 | -3.3
COC(=O)c1ccc(C(=O)OC)c(NC(=O)CSCc2ccc(Br)cc2)c1 | -0.6 | 31.4 | 13.5 | 29.8 | -2.3 | 14.1 | 1.3 | -1.5 | -1.9
COc1cccc(CNC(=O)C(=O)NCCC2CCCCN2S(=O)(=O)c2ccc(C)cc2)c1 (centres undefined) | -1.6 | 8.2 | 44.6 | -15.0 | 5.2 | -23.3 | 1.7 | -75.1 | -3.0
O=C(Cc1ccc(F)cc1)N(c1ccc(F)cc1)C1C=CS(=O)(=O)C1 (centres undefined) | 0.1 | 5.9 | 30.6 | 18.5 | -2.9 | 10.8 | -2.3 | 14.7 | -2.7
COc1ccc(N(CC(=O)NC2CCCCC2)S(=O)(=O)c2cccs2)cc1 | 1.5 | 16.4 | 0.3 | -6.9 | -1.3 | -17.0 | 2.1 | -18.3 | 1.9
CN1CCN(C(=O)Nc2ccccc2CC[N+](=O)[O-])CC1 | 0.0 | 5.9 | -24.0 | -1.5 | -1.8 | 2.2 | 0.5 | 4.7 | -3.1
O=c1c2ccccc2nnn1CSc1nnc(C2COc3ccccc3O2)n1-c1ccccc1 (centres undefined) | -4.1 | -3.1 | 11.3 | 19.5 | 0.2 | 29.4 | -0.7 | -16.3 | -1.5
CCOC(=O)Nc1nc(-c2ccccc2)c(C(=O)c2ccc(Cl)cc2)s1 | -5.0 | 23.0 | 65.8* | 52.8* | 2.9 | 34.0 | -3.2 | 34.2 | 27.7
COc1ccccc1/C=C/C=N/NC(=O)c1cccs1 | -0.2 | 12.0 | -40.6 | 48.1 | 1.1 | -29.4 | 6.2 | -5.0 | -0.1
O=C(O)CCNC(=O)OCC1c2ccccc2-c2ccccc21 | -1.0 | -3.4 | -17.1 | 13.9 | -4.7 | -18.4 | 0.6 | 11.7 | 2.7
CCOC(=O)CSc1c(-c2ccc(Cl)cc2)[nH]c2ccccc12 | 5.4 | 14.2 | 7.0 | 26.9 | 0.4 | 25.1 | 3.5 | 36.5 | -2.7
CC(C)=C1C(=O)NN(c2ccc(F)c(Cl)c2)C1=O | -0.5 | 6.1 | 17.8 | 7.1 | 0.6 | -82.9 | -1.3 | -25.3 | 0.5
CC1CCCCN1C(=S)NC(=O)c1ccccc1 (centres undefined) | 0.5 | 13.7 | 2.1 | 19.7 | -3.4 | 12.6 | 2.4 | 3.3 | -0.5
CCN1CCN(CC(=O)N2N=C(c3cccs3)CC2c2ccc(OC)cc2)C(=O)C1=O (centres undefined) | -0.5 | 5.7 | 1.3 | 17.3 | -2.4 | 0.5 | -1.8 | -1.1 | -1.8
Cc1ccc2c(c1)NC(=O)C(CC(=O)Nc1ccc(Br)c(C)c1)O2 (centres undefined) | -0.5 | 17.8 | 16.8 | -9.1 | -2.2 | -19.9 | -0.5 | -5.8 | -4.3

Compound activity from PubChem.

Random draw from the library. Share with any hit: about 8.2%.
